ALOX12 inh – ALOX12 (human) lipoxygenase inhibition. P18054. purified 12hLO, xylenol orange hydroperoxide absorbance. Potency, µM (series often up to 108 µM), inactives show top-dose activity change, negative = inhibition, hits mostly inhibitors. 580,000 tested, 1.1% active. AID 1671190; active means well fitted inhibition curve with a large enough effect; inconclusive means small, poorly fitted or top-dose-only effect, or another doubt; inactive means no such curve, though single readings can be large or run the other way
Target sequence (P18054 whole entry, looked up): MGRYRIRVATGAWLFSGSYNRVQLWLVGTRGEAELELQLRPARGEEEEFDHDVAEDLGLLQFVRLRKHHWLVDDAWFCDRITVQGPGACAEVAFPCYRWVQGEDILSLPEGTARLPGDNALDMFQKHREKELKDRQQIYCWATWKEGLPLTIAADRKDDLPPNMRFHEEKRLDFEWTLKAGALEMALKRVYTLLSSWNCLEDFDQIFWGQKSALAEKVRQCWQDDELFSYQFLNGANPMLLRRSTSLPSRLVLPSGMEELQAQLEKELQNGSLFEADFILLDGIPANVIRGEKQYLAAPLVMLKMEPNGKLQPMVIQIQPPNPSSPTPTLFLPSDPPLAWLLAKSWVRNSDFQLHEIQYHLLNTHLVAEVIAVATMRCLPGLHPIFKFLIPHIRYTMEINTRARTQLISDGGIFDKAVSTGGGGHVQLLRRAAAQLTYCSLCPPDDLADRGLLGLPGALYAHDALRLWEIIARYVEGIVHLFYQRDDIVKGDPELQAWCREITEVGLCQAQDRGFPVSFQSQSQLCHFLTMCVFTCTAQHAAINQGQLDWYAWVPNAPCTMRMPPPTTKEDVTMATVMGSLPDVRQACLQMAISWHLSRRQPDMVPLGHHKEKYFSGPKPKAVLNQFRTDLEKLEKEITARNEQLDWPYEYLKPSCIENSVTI
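Hydroperoxide product was detected by ferrous iron/xylenol orange as the 573 to 405 nm absorbance ratio. Arachidonic acid at 40 uM (final) was turned over for 30 min at room temperature by 150 nM human 12hLO, pH 7.0 Hepes buffer, after 15 min compound preincubation.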
The depositor's hits bear a star; ? = inconclusive; [ ] = another dose, or the depositor's remark. On the % scale 0 is the no-effect control and ±100 the full control effect; potency means the concentration at half of the fitted maximal effect. These rows are one share of the data; the hit share may differ from the screen's.

SMILES	ALOX12 inh
O=C1NCc2ccccc2CC12CCN(Cc1ccc(Cl)cc1)C2 (stereo unspecified)	22.4µM*
O=C(O)C[C@@H]1CCN(C(=O)c2ccco2)C[C@@H]1CCN1CCN(c2ccc(F)cc2)CC1	5.1%
O=C1N[C@H](CC(=O)N2CCC(Cc3ccccc3)CC2)C(=O)Nc2ccccc21	16.9%
CCC1Oc2ccc(NS(=O)(=O)c3ccc(C)c(F)c3)cc2CN(Cc2ccc(OC)cc2)C1=O (stereo unspecified)	?
CNC(=O)[C@@H]1CN(C(=O)CCc2c[nH]c3ccccc23)C[C@H]1c1n[nH]c(C)n1	14.1%
C[C@]1(O)CCN(C(=O)Cc2ccc(-n3cnnn3)cc2)C[C@@H]1O	13.2%
O=S(=O)(c1cccc(C(F)(F)F)c1)N1CCCC(Cn2cnc3cccnc32)C1 (stereo unspecified)	22.7%
CC(C)CN1C(=O)COC[C@@H]1[C@H](O)c1ccc(NC(=O)CC(C)(C)C)cc1	110.8%[activator][176 µM]
COc1ccc(CNC(=O)c2cnc(N3CCN(Cc4ccccc4C#N)C3=O)s2)cc1OC	4.5%
O=C(O)C1c2nc[nH]c2CCN1C(=O)CCN1CCCCC1 (stereo unspecified)	4.4%
O=C(C1CCCCC1)N1CCC(OC2CCN(Cc3cccnc3)CC2)CC1	78.0%[activator]
COc1ccc(-c2nc(C3CC3)nc3c2CCN(CCC(C)C)CC3)cc1	3.7%[6.33 µM]
Cc1ccc(CC(=O)N2CCC[C@H]2c2nc(-c3ccccc3Cl)no2)cc1	15.2%
COc1ccc(S(=O)(=O)N2CCCC(Cn3c(C)nc4cccnc43)C2)cc1 (stereo unspecified)	-10.3%
CN1CCN([C@@H]2[C@H](O)[C@H](CO)O[C@@H]2CN(Cc2ccc(Cl)cc2)Cc2cccc(Cl)c2)CC1	14.1µM*
Cc1cc(S(=O)(=O)N2CC(C(=O)NC3CCCCC3)C3(CCOCC3)C2)ccc1F (stereo unspecified)	3.4%
CC(C)CCN1CCC(C2CCNC2)CC1 (stereo unspecified)	27.4%
COCc1nc(C2CCCN(C(=O)COc3cccc(C)c3)C2)no1 (stereo unspecified)	33.0%[activator]
O=C1CC(c2ccccc2)N(C(=O)CNC(=O)c2[nH]nc3c2COc2ccccc2-3)CCCCCN1 (stereo unspecified)	35.8%[activator]
Cc1nc(-c2ccc(F)cc2)n(CC(=O)Nc2ccc(C(F)(F)F)cc2)c(=O)c1CCO	1.9%

Random excerpt: 7 entries already listed, in no set order.
SMILES	ALOX12 inh
C[C@]1(O)CCN(C(=O)Cc2ccc(-n3cnnn3)cc2)C[C@@H]1O	13.2%
Cc1cc(S(=O)(=O)N2CC(C(=O)NC3CCCCC3)C3(CCOCC3)C2)ccc1F (stereo unspecified)	3.4%
O=C(O)C1c2nc[nH]c2CCN1C(=O)CCN1CCCCC1 (stereo unspecified)	4.4%
COc1ccc(S(=O)(=O)N2CCCC(Cn3c(C)nc4cccnc43)C2)cc1 (stereo unspecified)	-10.3%
Cc1nc(-c2ccc(F)cc2)n(CC(=O)Nc2ccc(C(F)(F)F)cc2)c(=O)c1CCO	1.9%
O=C1N[C@H](CC(=O)N2CCC(Cc3ccccc3)CC2)C(=O)Nc2ccccc21	16.9%
CNC(=O)[C@@H]1CN(C(=O)CCc2c[nH]c3ccccc23)C[C@H]1c1n[nH]c(C)n1	14.1%

Carrying on:
SMILES	ALOX12 inh
CCc1ccc(NC(=O)N2CC(C(=O)N(C)C)C3(CCOCC3)C2)cc1 (stereo unspecified)	54.1%[activator]
CS(=O)(=O)CC(O)c1cc2n(n1)CCN(c1cncc(C(N)=O)n1)C2 (stereo unspecified)	37.3%[activator]
CN1C(=O)C(CC(=O)NC2CCCC2)=C2CCCCC21 (stereo unspecified)	16.7%
CCNC(=O)C1C(c2cccc(NC(=O)c3cccc(C)c3)c2)OC(=O)N1Cc1cccc(Cl)c1 (stereo unspecified)	30.1%[activator]
Cn1cc(C(O)c2nc(Nc3ccc(OC(F)(F)F)cc3)n[nH]2)cn1 (stereo unspecified)	42.0%[activator][176 µM]
CN(C)C(=O)c1cccnc1OC1CCN(C(=O)c2ccc(Br)o2)C1 (stereo unspecified)	6.2%
O=C([C@H]1C[C@H](Oc2ccccc2)CN1S(=O)(=O)Cc1ccccc1F)N1CCOCC1	29.6%
CC(C)NC(=O)C1CCC(=O)N1C1CCN(C(=O)c2ccc(C(C)C)cc2)CC1 (stereo unspecified)	18.1%
CC1=C[C@@H](CNC(=O)c2cnccn2)[C@H](C(C)C)C[C@H]1Cc1nc2ccc(C)cc2[nH]1	41.8%[activator][176 µM]
O=C(c1ccccc1)N1CCC2CCN(CCc3ccccc3)CC21 (stereo unspecified)	-11.0%
O=S(=O)(N1CCCC1)N1CCOC(Cc2cccc(C(F)(F)F)c2)C1 (stereo unspecified)	70.9%[activator]
COC(=O)c1ccc2nc(-c3ccc(C)cc3)c(Cc3ccccc3)n2c1	-12.5%
CS(=O)(=O)CC(O)c1cc2n(n1)CCN(CCOCc1ccccc1)C2 (stereo unspecified)	71.0%[activator]
O=C1Nc2ccccc2C12CCN(CC1CCCCC1)C2 (stereo unspecified)	6.4%[12.5 µM]
COCCOCC(=O)N1CCC(N2CC3CC(C2)[C@H]2CCCC(=O)N2C3)CC1 (stereo partly specified)	0.7%
CCc1c(C)cc(C(=O)N[C@H]2CCOC[C@H]2C2CCOCC2)c(=O)n1C	62.7%[activator]
COc1ccc(OC)c([S+](=O)([O-])c2nnn3c2nc(NCc2ccncc2)c2ccccc23)c1	2.1%[6.33 µM]
COCC(=O)N[C@H]1[C@H](O)[C@H](O)C[C@@H]1c1ccc(OC)cc1	37.0%[activator][176 µM]
O=C(NCCc1ccc(F)cc1)C1CN(c2ccc(F)cc2)C(=O)N1 (stereo unspecified)	38.5%[activator]
O=C(C[C@@H]1CCNC[C@@H]1Cc1cc(-c2ccc(F)cc2)on1)NCc1ccco1	?

Reprinted from the part before: 3 entries, then new ones.
SMILES	ALOX12 inh
COCC(=O)N[C@H]1[C@H](O)[C@H](O)C[C@@H]1c1ccc(OC)cc1	37.0%[activator][176 µM]
O=C(NCCc1ccc(F)cc1)C1CN(c2ccc(F)cc2)C(=O)N1 (stereo unspecified)	38.5%[activator]
O=C(C[C@@H]1CCNC[C@@H]1Cc1cc(-c2ccc(F)cc2)on1)NCc1ccco1	?
OC[C@@H]1O[C@H](CNCc2ccc(F)cc2)[C@H](N2CCCC2)[C@@H]1O	-2.8%[176 µM]
OC(c1ccc(Cl)cc1)c1nnc(Nc2ccc(F)c(Cl)c2)s1 (stereo unspecified)	?
CS(=O)(=O)N1CCCN(C(=O)CN2CCCCCC2)CCNC(=O)CC1c1ccccc1 (stereo unspecified)	42.9%[activator]
Cc1cccc(C(=O)N2CCCC(c3noc(COc4ccccc4)n3)C2)c1 (stereo unspecified)	39.1%
CNC(=O)[C@@H](C1CC1)N1CCC[C@H]1C(=O)NCC(C)C	?
Cc1cc(C)cc(NC(=O)c2cc(-c3ccc[nH]3)n[nH]2)c1	?
COCCN1C(=O)[C@H]2CC[C@@H]1CN(c1ncnc3sc(C)c(C)c13)C2	-22.3%
COc1ccc(C(=O)N[C@H]2C[C@H]3C(=O)Nc4ccc(-c5cccs5)cc4C(=O)N3C2)cc1	4.5%
COC1CCCOC12CCN(C(=O)CCCn1cncn1)CC2 (stereo unspecified)	9.6%
CCc1nncn1C1CCN(C(=O)c2cc(C)cc(C)c2)CC1	7.8%
O=C(C1CCC1)N1c2ccccc2CC1c1noc(C2CCOCC2)n1 (stereo unspecified)	43.1%[activator]
COc1ccc(-n2c(=O)c3c(n2Cc2ccccc2)CN(C(=O)c2ccnn2C)CC3)cc1	1.2%
CC(C)CCCC(=O)N1C[C@@H](C(=O)O)C[C@@H](C(=O)NCc2ccncc2)C1	-3.7%
O=C(NCc1cccs1)c1nc(-c2cc(Cl)cc(Cl)c2)c2ccccn12	20.9%
O=C(c1ccc2cc[nH]c2c1)N1CCC(N2CC(OCC3CC3)C23CCOCC3)CC1 (stereo unspecified)	0.0%
COC(=O)C1=C(C)N=C2SC=C(CC(=O)NCC3CCCO3)N2C1c1cccc(OC)c1 (stereo unspecified)	38.0%
O=C(c1ccccc1Cl)N1CCN(c2nc3ncccc3o2)CC1	34.7%[activator]
Cc1ccccc1N1Cc2c(NCc3cccnc3)ncnc2N(C)CC1=O	30.8%[activator]
Cc1ccc(C(=O)N2CCC3(CC2)N=C(c2cccc(Br)c2)NO3)s1	15.5%
O=C(NC1CCCC1)c1csc(N2CCN(c3ccccc3F)CC2)n1	27.6%
O=C([C@@H]1C[C@H](Oc2cccnc2)CN1C(=O)Nc1ccc2c(c1)OCCO2)N1CCCC1	10.7%
COc1ccc(CC(=O)N[C@H](C)c2c(-c3ccc(F)cc3)noc2C(=O)O)cc1	-5.2%[176 µM]
Cc1ccc(C(=O)N2CCCC3(C2)NC(=O)N(Cc2ccccc2)C3=O)cc1 (stereo unspecified)	8.8%
COc1cccc(CN2CCOC3(CCN(Cc4ccc5[nH]ccc5c4)CC3)C2=O)c1	-13.9%[176 µM]
CCO[C@H]1CN(Cc2ccccc2OCCn2ccnc2)C[C@@H]1O	3.5%
Cn1c(=O)n([C@H]2CCCN(C(=O)C3CCC3)C2)c2ncccc21	13.9%
CCOc1ccc(-c2cc3c(=O)n(CCNC(=O)c4cccc(C#N)c4)ccn3n2)cc1	4.7%
O=C1c2c(nc(COc3ccc(F)cc3F)n2Cc2ccccc2)NCCN1Cc1ccccc1F	21.9%
CC(=O)N[C@H]1C[C@@H](c2nc(-c3cccnc3)no2)N(C)C1	7.1%[176 µM]
CC(C)NC(=O)C[C@@H]1CCNC[C@@H]1Cc1cc(CC2CCCCC2)on1	3.3%[176 µM]
Cc1cc(=O)n(CC(=O)Nc2cccc(Cl)c2C)c(N2CCN(c3ccccc3)CC2)n1	-10.4%
CCCCc1nn(CC(=O)NCC2Cc3ccccc3CN2C)c(=O)n1CC (stereo unspecified)	57.1%[activator]
COCCC(=O)N1CCC2(CC1)NCCc1c2[nH]c2ccc(OC)cc12	60.3%[activator]
C[C@@H]1CN(C(=O)c2ccc(Cn3cccn3)o2)CC[C@]1(C)O	27.4%
Cc1ccccc1NC(=O)N1CCC(N2CCCC(C(=O)N3CCCC3)C2)CC1 (stereo unspecified)	23.4%
Cc1nc([C@@H]2CN(C(=O)CCCc3nc4ccccc4[nH]3)C[C@H]2C(N)=O)n[nH]1	54.7%[activator]
O=C(Nc1nc(-c2ccc3c(c2)OCCO3)cs1)c1ccco1	8.8%
Cc1ccc(NC(=O)Cn2ccn3nc4c(c3c2=O)CCCCC4)cc1	?
O=C(c1ccccc1-n1cccn1)N1CCN(Cc2ccccc2CO)CC1	9.2%
CCn1nccc1C(=O)N1C[C@@H](F)C[C@H]1C(=O)N1CCCCC1	28.9%
O=C1CC(c2ccccc2)N(C(=O)CCc2ccccc2)CCCCCN1 (stereo unspecified)	-5.0%
CC(C)Oc1ccccc1CN1C[C@@H](CO)[C@H](c2ccncc2)C1	39.1%[activator]
O=C(c1ccc2c(c1)OCO2)N1CCC(N2Cc3cccn3C2=O)CC1	?
COc1ccc(C(=O)NCCC2CCN(C(=O)Nc3ccc(C)c(F)c3)CC2)cc1	44.5%
CN(C)CC(=O)N1Cc2ccccc2OC2(CCN(C(=O)N3CCN(C)CC3)CC2)C1	17.7%[6.33 µM]
CC(C)C[C@H](NC(=O)C1CC1)C(=O)N1CCC[C@H]1C(=O)NCc1ccccc1	4.9%
CCNC(=O)[C@@H]1C[C@H](N)CN1S(=O)(=O)c1cc(C)cc(C)c1	13.2%
CCOCCCNC(=O)N1CC(Oc2ccc(-c3nc(C)no3)cc2)C1	-5.7%
CCOc1ccc(C2NC(=O)N(CCOC)C3=C2C(=O)OC3)cc1 (stereo unspecified)	15.7%
O=C(NCc1cccnc1)[C@H]1C[C@@H](O)[C@H](O)[C@@H]2N=C(Nc3ccc(Cl)cc3)S[C@@H]21	?
O=C(CC1CCOCC1)N1CCN(c2ncccn2)CC1	20.6%
COc1cccc(CN2CC(C(=O)NCc3cc4ccccc4[nH]3)CCC2=O)c1 (stereo unspecified)	15.4%
CCOC(=O)C1=CN(CC(=O)Nc2ccc(C(F)(F)F)cc2)S(=O)(=O)N=C1C	19.0%
Cc1cnc(C2CC2)n1CCNC(=O)C1CCN1C1CCCCC1 (stereo unspecified)	31.0%
Cc1ccc(C(=O)N2CCc3nc(C(C)C)nc(-c4ccc(Cl)cc4)c3CC2)cc1	-0.2%[6.33 µM]
O=C(NCCc1ccncc1)c1coc(CN2CCN(c3ccccc3F)CC2)n1	3.2%
CCOC(=O)CCNC(=O)N1CCCN(S(C)(=O)=O)C(c2ccccc2)CC(=O)NCC1 (stereo unspecified)	41.3%
Cc1cnc(C(=O)N[C@@H]2CCC[C@@H]2C(=O)NCc2ccccc2C)cn1	-0.8%
O=C(NC1CCCc2c1[nH]c1ccc(F)cc21)c1ccncc1 (stereo unspecified)	38.0%[activator]
COCCOC1CN(C2CCN(C(=O)c3ccc(OC)c(F)c3)CC2)C12CCCCC2 (stereo unspecified)	14.3%
CCn1ccc(C(=O)N2CCCC3(C2)Nc2cccnc2NC3=NCc2ccccc2)n1 (stereo unspecified)	70.0%[activator]
COc1ccc(CNC(=O)Cn2c(-c3ccc(F)cc3)nc(C)c(CCO)c2=O)cc1	-1.5%
CN(Cc1ccccc1)Cc1cc(C[C@H]2CNCC[C@H]2CC(=O)NCc2cccs2)no1	?
